# Bioassay records (PubChem BioAssay)
# HTR5A ag ctr – HTR5A agonists in luminescence cell assay, primary screen, counter-screen for OPRM1-OPRD1 heterodimer agonist project, full-deck HTS | activation, % at 9.3 µM | 5-hydroxytryptamine receptor 5A (Homo sapiens), P47898 | 340,000 tested, 0.61% active | AID 504692, 2011 | cell-based; in the data active means activation mostly above about 9.5%, no sharp cut-off; inactive means mostly below about 7.6%;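 further: 0% = cells with vehicle only and 100% = reference agonist; strong numbers were not always called active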
# Pemphigus Ab inh – inhibitors of pemphigus antibody binding to DSG3, primary screen, biochemical, bead-based, flow cytometry, scFv-GFP. Desmoglein-3 (Homo sapiens), P32926. DSG3-coupled beads, scFv-anti-DSG3-GFP binding; active compounds read low. binding (percent of control), % at 10 µM. 310,000 tested, 0.48% active;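 active means binding more than 3 SD below its plate's average and above zero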;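 further: hits lower antibody fragment binding to DSG3; some compounds called inactive have numbers as strong as hits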
# DAGLB inh – DAGLB lipase inhibitors, primary screen, biochemical, fluorescence, HTS; 340,000 tested, 0.059% active; inhibition, % at 5.17 µM; HEK293T DAGLB membrane lysate, EnzChek fluorogenic substrate; Diacylglycerol lipase-beta (Homo sapiens), Q8NCG7; in the data active means inhibition above about 34%;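 further: 0% = enzyme with vehicle and 100% = wells lacking enzyme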
# OPRM1-OPRD1 ag – agonists of OPRM1-OPRD1 heterodimerization, primary screen, cell-based, luminescence; Mu-type opioid receptor (Homo sapiens) + Delta-type opioid receptor (Homo sapiens), …; cells; activation, % at 9.3 µM; 340,000 tested, 0.3% active; AID 504326, 2011; in the data active means activation above about 18%;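 further: 0% = vehicle-treated cells and 100% = reference agonist; values of inactives mirror those of a sister screen read the other way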
# Target sequence (P35372 whole entry, looked up): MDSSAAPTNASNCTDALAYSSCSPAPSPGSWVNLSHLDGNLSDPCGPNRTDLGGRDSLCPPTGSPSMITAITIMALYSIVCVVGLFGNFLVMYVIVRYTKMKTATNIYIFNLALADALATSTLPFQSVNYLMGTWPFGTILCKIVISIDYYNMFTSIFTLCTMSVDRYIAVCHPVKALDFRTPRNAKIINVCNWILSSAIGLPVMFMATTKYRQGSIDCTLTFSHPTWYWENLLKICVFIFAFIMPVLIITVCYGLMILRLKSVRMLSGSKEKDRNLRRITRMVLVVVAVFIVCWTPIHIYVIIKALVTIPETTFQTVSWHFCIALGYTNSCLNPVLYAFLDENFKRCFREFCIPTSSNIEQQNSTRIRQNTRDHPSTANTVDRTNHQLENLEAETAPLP
# Target sequence (P41143 whole entry, looked up): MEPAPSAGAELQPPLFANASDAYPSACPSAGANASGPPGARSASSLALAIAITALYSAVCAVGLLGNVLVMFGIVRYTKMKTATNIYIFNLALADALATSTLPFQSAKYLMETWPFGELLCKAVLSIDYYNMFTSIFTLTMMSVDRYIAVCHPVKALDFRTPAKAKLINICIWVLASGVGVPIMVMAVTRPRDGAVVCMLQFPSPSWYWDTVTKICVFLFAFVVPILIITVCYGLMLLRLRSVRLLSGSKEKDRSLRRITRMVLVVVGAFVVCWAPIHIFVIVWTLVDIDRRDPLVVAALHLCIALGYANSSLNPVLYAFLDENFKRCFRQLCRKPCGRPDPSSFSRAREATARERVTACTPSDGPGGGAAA
# PKA-R2B act – activators of PKA-R2B holoenzyme, primary screen, biochemical, fluorescence polarization, Cy5-IP20, human; 340,000 tested, 0.079% active; PKA-R2B holoenzyme dissociation; R2B truncated from residue 108, S112A mutant; 0% DMSO only, 100% 113 µM cGMP; activation, % at 11.4 µM; cAMP-dependent protein kinase catalytic subunit beta (Homo sapiens) + cAMP-dependent …;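 active means activation above a cutoff set at the mean over all compounds plus 3 SD, cut at about 18% in these data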;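 further: higher means more holoenzyme dissociation and a rise in polarization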
# PKA-R1A act – activators of PKA-R1A holoenzyme, primary screen, biochemical, fluorescence polarization, Cy5-IP20, bovine R1A, mouse PKAc; activation, % at 11.4 µM; PKA-R1A dissociation; scaled: DMSO 0%, 113 µM cGMP 100%; cAMP-dependent protein kinase type I-alpha regulatory subunit (Bos taurus) + …; AID 504707, 2011; 340,000 tested, 0.083% active;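 active means percent activation above the mean of all tested compounds plus 3 SD, cut at about 19% in these data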;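 further: higher means more PKAc released from R1A so a rise in polarization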
# MOR-DOR inv ag – inverse agonists of MOR-DOR heterodimerization, primary screen, cell-based, luminescence; AID 504357, 2011; Mu-type opioid receptor (Homo sapiens) + Delta-type opioid receptor (Homo sapiens), …; cell-based MOR-DOR heterodimer luminescence, inverse agonism; inhibition, % at 9.3 µM; 340,000 tested, 0.21% active; in the data active means inhibition above about 22%, passing the limit was not always enough;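 further: 0% = cells with DMSO and 100% = wells without cells with DMSO; values of inactives mirror those of a sister screen read the other way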
# HTR5A inv ag – HTR5A inverse agonists in luminescence cell assay, primary screen, counter-screen for OPRM1-OPRD1 heterodimer inverse agonist project, full-deck HTS; HTR5A cell line, inverse agonism; 340,000 tested, 0.083% active; 5-hydroxytryptamine receptor 5A (Homo sapiens), P47898; inhibition, % at 9.3 µM; in the data active means inhibition mostly above about 23%, no sharp cut-off; inactive means mostly below about 18%;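 further: 0% = cells with DMSO and 100% = no-cell wells with DMSO; some compounds called inactive have numbers as strong as hits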
# Arrestin-AP2 inh – inhibitors of beta-arrestin/AP2 binding, primary screen, biochemical, GPCR trafficking, flow cytometry; 340,000 tested, 0.31% active; beta-arrestin 1 C-terminal peptide binding to AP2 beta2-adaptin appendage (human); FITC-arrestin peptide / GST-AP2 beads; AP2 beta2 appendage carries R879A mutation; inhibition, % at 10 µM;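 active means inhibition above a set limit, near 3 SD of compounds lacking own fluorescence, cut at about 54% in these data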;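 further: plate controls were DMSO wells for no effect and 5 µM unlabelled arrestin peptide for full effect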
#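 System: GST-AP2 R879A bound to glutathione beads, E. coli-expressed. Also added: 50 nM FITC-arrestin peptide. Schedule: compound with beads 12 min RT, then probe 1 h RT. Signal: bead flow cytometry, FITC channel. Read-out basis: percent response.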
# V-ATPase pH – regulators of yeast V-ATPase proton pumping, primary screen, pHLuorin cytosolic pH fluorescence. S. cerevisiae. response, % at 10 µM. 350,000 tested, 0.37% active; in the data active means response mostly above about 7.3%, no sharp cut-off; inactive means mostly below about 5.4%; further: actives read high; inactives centre near 0; some compounds called inactive have numbers as strong as hits; reference of the scale not given here
# Starred values were filed as active, the others as inactive; / = no result given; & = joins results of further samples.
SMILES,HTR5A ag ctr,Pemphigus Ab inh,DAGLB inh,OPRM1-OPRD1 ag,PKA-R2B act,PKA-R1A act,MOR-DOR inv ag,HTR5A inv ag,Arrestin-AP2 inh,V-ATPase pH
CC(C)CC(=O)N1CCN(c2ccc([N+](=O)[O-])c(NCc3ccccc3)c2)CC1,-1.2,101.4,1.1,-0.6,-8.5,3.2,3.5,13.9,-1.1,-4.2
CCOC(=O)c1cc(NC(=O)c2ccco2)ccc1N1CCOCC1,4.8,114.7,0.7,-1.6,6.5,0.1,7.6,-11.9,15.4,3.7
Cc1ccc(C2C(=O)N(C3CCCC3)CC(=O)N2CC2COc3ccccc3O2)cc1 (stereo unspecified),-0.6,97.0,0.5,-2.8,-3.8,-0.3,15.2,-5.8,-0.7,1.2
COc1ccc(C(=O)COC(=O)CNC(=O)C2CCCCC2)c(OC)c1,-0.9,105.3,1.7,0.6,2.8,9.5,-3.6,-27.8,6.0,-0.5
O=C(NC1CCCCCC1)C1c2ccccc2C(=O)N1CCCN1CCOCC1 (stereo unspecified),0.7,99.2,-0.5,-1.4,-2.5,-12.1,7.0,-1.6,2.8,0.3
CCCCNC(=O)OC1CCS(=O)(=O)C1 (stereo unspecified),-5.0,78.6,2.9,-1.2,-0.3,4.3,7.2,12.0,9.4,0.5
Oc1ccc2ccccc2c1C=Nc1ccccc1-c1nc2ccccc2[nH]1,1.7,105.9,-3.6,2.3,2.2,-1.4,-11.7,-4.3,-11.6,-1.6
CCCn1c(SCC(=O)OCC)nc(C(F)(F)F)cc1=O,7.6,103.1,-0.9,2.6,-4.2,-1.7,-19.1,-21.5,8.0,-1.7
Cc1[nH]nc2c1C(C(C)c1ccccc1)C(C#N)=C(N)O2 (stereo unspecified),-2.2,103.5,0.3,2.1,-1.3,-10.8,-12.0,5.8,-2.9,-9.9
CC1(C)CC(=O)c2cnc(NCc3ccco3)nc2C1,1.1,/,1.7,-2.6,-12.1,1.1,11.7,-5.7,-4.4,5.9
Cc1ccc(C)n1-c1ccc(-n2cnnn2)cc1,8.0,104.7,-4.0,0.6,8.2,5.1,-2.6,-19.0,7.0,3.0
Cc1cc(C)cc(NC(=O)C2CCN(S(=O)(=O)c3ccc4c(c3)NC(=O)C(C)S4)CC2)c1 (stereo unspecified),-0.1,110.3,0.8,-0.3,-7.5,-6.4,1.7,0.5,-4.8,1.4
Cc1ccc(C)c(NS(=O)(=O)c2ccccc2C)c1,2.5,/,-1.3,-0.8,-1.9,2.0,4.3,-9.1,1.1,4.8
COCC(C)NCc1ccc(OC)c(Br)c1 (stereo unspecified),1.7,101.4,-2.0,-1.8,13.8,-5.1,9.2,-27.4,25.5,-2.0
CCCC(=O)O[C@H]1C[C@@H](C)N(C(=O)c2ccccc2)c2ccc(C)cc21,2.3,106.0,-10.7,9.0,-0.4,-4.1,-45.0,-5.9,28.2,-2.7
CC(NC(=O)c1ccco1)C(c1cccs1)N1CCN(c2ccc(F)cc2)CC1 (stereo unspecified),-0.7,127.2,-1.7,4.6,12.8,6.3,-27.3,12.5,8.8,/
COc1ccc(-n2nc(C(=O)NCC(=O)NCCCN3CC(C)CC(C)C3)c3ccccc3c2=O)cc1OC (stereo unspecified),-6.0,/,-0.2,-0.6,-1.6,-11.7,4.1,16.1,-2.6,1.6
Cc1c(Cl)cccc1NC(=S)NCC1COc2ccccc2O1 (stereo unspecified),7.3,98.4,-1.8,9.3,1.4,-5.6,-49.2,-20.6,25.8,2.8
Cc1ccc(NC(=S)NCc2ccccc2)cc1[N+](=O)[O-],-1.4,/,-1.6,3.5,0.8,17.7,-18.1,-9.6,3.7,3.8
CN(Cc1ccccc1)C(=O)CCc1ccccc1,0.4,82.8,-5.2,0.0,-2.3,-2.4,0.0,35.6,14.5,12.8
O=[N+]([O-])c1c(Nc2ccc(O)cc2)cc(N2CCOCC2)c2nonc12,-2.8,103.4,1.9,-3.0,2.9,-23.0,14.0,11.1,/,5.4
Cc1cccc(NC(=O)CSCC(=O)Nc2ccccc2N2CCCC2)c1,1.1,107.3,-3.5,-0.8,7.0,3.5,5.2,6.9,8.4,2.1
Cc1ccc(OC(C)C(=O)Nc2ncc(Cl)cc2Cl)c([N+](=O)[O-])n1 (stereo unspecified),-1.2,111.9,-10.8,1.5,2.9,-12.0,-7.9,5.1,-5.1,6.1
CCc1ccccc1NC1=NCC(=O)N1C1CCCC1,3.4,107.2,-0.7,-3.3,11.9,-5.3,15.6,-8.6,-0.7,-1.3
Cc1ccc(C)c(NC(=S)N(C)C)c1,10.2,/,-1.8,-3.7,-0.2,3.8,18.1,6.9,-16.5,1.4
O=C(Oc1cc(Cl)cc(Cl)c1)c1cnc2n(c1=O)CCS2,7.2,/,1.2,-2.9,0.2,-5.1,14.5,-18.8,26.4,0.5
Cn1c(SC2CCCCC2=O)nnc1-c1ccccc1F (stereo unspecified),1.0,101.5,-2.9,-0.6,0.6,0.6,3.1,-14.8,-8.9,0.0
Cc1ccc([N+](=O)[O-])cc1S(=O)(=O)Nc1ccc(O)c(Sc2ncn[nH]2)c1,0.1,111.1,3.3,0.6,6.8,-1.9,-3.3,-0.3,-23.2,4.4
CN1CCN(CCCCOc2ccc(Br)cc2)CC1,3.8,106.0,-3.0,0.9,-6.4,3.2,-4.3,-14.0,-1.8,3.1
O=C(CN1CCC(n2nnc3cc(F)ccc32)CC1)NC1CC1,1.2,/,1.3,-1.6,-15.8,-8.2,9.9,0.1,2.9,-0.4
Cc1cc(Nc2c(C)n(C)n(-c3ccccc3)c2=O)n2c(nc3ccccc32)c1C#N,12.9,121.8,-1.6,1.0,-2.4,13.1,-6.1,-18.0,2.1,4.8
O=C(Nc1nccs1)C1=COCCO1,0.9,118.8,1.3,-2.4,-9.7,1.3,12.2,-3.5,11.3,-1.4
Oc1c(Cl)cc(CN2CCOCC2)c2cccnc12,-4.0,100.1,1.7,0.2,-7.9,-0.5,-0.7,9.8,7.2,0.4
Cn1c(N/N=C/c2cc3ccccc3nc2Cl)nc2ccccc21,6.7,108.6,-0.9,0.1,0.6,8.9,-0.4,4.1,7.3,-1.2
COCCN(C(=O)c1ccc(N2CCCC2=O)cc1)c1c(N)n(Cc2ccccc2)c(=O)[nH]c1=O,-4.2,107.5,-0.6,-3.1,-1.1,-3.9,12.3,-0.7,45.9,4.8
COCCNC(=O)CSCc1cc(C)cc(C)c1,6.5,88.8,-1.1,-2.1,3.3,1.4,10.7,19.8,/,0.2
Cc1cccc(NC(=O)NNC(=O)COc2ccc([N+](=O)[O-])cc2)c1C,-1.1,111.5,0.8,-3.2,-4.7,-0.6,16.9,11.9,-3.7,1.8
COc1ccc(NC(=O)NC2CCN(C(C)C)CC2)c(OC)c1,-1.4,101.9,0.0,-0.9,11.0,2.1,5.0,16.5,25.3,0.1
CN(C)CCCN(C(=O)CCc1ccccc1)c1nc2ccc(Cl)cc2s1,8.3,/,-4.3,9.4,-10.1,-3.0,-51.5,-11.2,-10.4,-0.7
Cc1[nH]c2ccccc2c1C(=O)COC(=O)Cn1c(C(F)(F)F)nc2ccccc21,4.3,102.6,-2.6,1.4,-6.7,-4.3,-7.5,-15.0,2.6,-0.8
CCCCC(=O)OCC(=O)Nc1ccc(OC(F)F)cc1,-1.0,94.7,0.6,-0.6,12.8,-14.2,3.4,4.6,-0.7,-2.2
Cc1cc(C(F)(F)F)nn1CC(=O)NNC(=S)Nc1ccc(F)cc1,2.1,97.8,4.1,-0.5,-13.9,4.9,2.5,3.8,-0.3,-3.9
Clc1cc(Cl)c(Cl)cc1Cl,2.7,99.9,-1.4,-2.2,-5.7,-12.0,11.8,-11.2,31.2,-3.6
COc1ccc2cc(C(=O)C3CCCN(C(=O)C4=NN(C)C(=O)CC4)C3)ccc2c1 (stereo unspecified),-3.5,92.2,0.5,-1.1,-2.3,-6.2,5.5,14.2,0.9,1.3
COC(=O)C1=C(C)NC(=S)NC1c1ccc(OCC(=O)N2CCCCC2)c(OC)c1 (stereo unspecified),2.9,/,-2.0,-2.8,1.1,-8.5,14.4,-4.3,-6.0,2.3
CC(=O)c1csc(COc2ccc(Cl)cc2)n1,2.4,108.8,-2.6,-2.8,-1.3,0.4,14.7,-3.2,-0.8,-5.0
CCCOc1ccc(C(=O)ON=C2CCN(C)CC2)cc1,1.0,98.2,-2.0,2.7,-10.0,-8.4,-19.6,-2.8,9.0,-2.1
CC(C)(C)C(=O)C(Cl)C(=O)Nc1ccccc1 (stereo unspecified),-3.8,99.3,0.3,-0.9,-9.7,-7.6,4.8,12.0,43.1,1.7
CCOC(=O)C1=C(C)NC(C)=C(C(=O)OCC)C1C(=O)OCC(=O)N1CCC(C)CC1,0.9&1.1,92.1,-0.8&-2.6,-3.5&-3.0,-9.2&-9.5,2.8&7.7,18.4&17.2,-3.3&-1.9,-6.1&-4.8,0.9&0.8
N#CC1=C(N)Oc2n[nH]c(-c3ccccc3)c2C1c1ccncc1 (stereo unspecified),2.6,100.7,0.9,-1.9,4.8,-6.0,10.8,-6.2,1.2,-1.3
CCc1nnc(NC(=O)CCC(=O)N2CCN(Cc3ccc(C)cc3C)CC2)s1,6.5,102.6,3.6,0.2,-5.1,-7.2,-1.1,11.4,-10.8,0.5
Cc1cc(-c2c(C)n([O-])c(C)c(C)[n+]2=O)ccc1F,-2.4,/,-1.7,1.4,-18.8,2.1,-8.4,6.3,26.0,-3.1
CC(/C=N/Nc1nc(C)cc(C)n1)=C\c1ccc(C(C)C)cc1,6.4,110.6,-0.8,-0.3,-10.1,-0.1,1.5,-6.5,-9.6,-2.2
